Bioassay records from PubChem.
CSM14.1 death rescue: rescue of cells from ER stress-induced death, primary screen, 384-well, CSM14.1, thapsigargin, ATP luminescence (AID 1222); CSM14.1 thapsigargin-induced death rescue, ATP luminescence; higher % means a stronger effect; cellular ATP content (survival), % at 20 µM, or EC50 in µM where a hit was titrated; 190,000 tested, under 10 active;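 active = EC50 below 50 µM in the dose-response confirmation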;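 also: death triggered by thapsigargin at about 15 µM added after 2 h compound pretreatment; cell ATP read after overnight thapsigargin exposure of roughly 18 to 22 hours; normalized against plate controls of thapsigargin alone and 5% DMSO vehicle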
West Nile antiviral: West Nile virus antiviral activity, cell-based, CPE readout (AID 1621). West Nile virus-infected cells, CPE inhibition; higher % means a stronger effect. CPE inhibition, % at 10 µM; hits with a dose series show IC50 in µM. 0.02% of 290,000 active; in the data active = a potency from the dose series; inconclusive = CPE inhibition mostly from about 3.7% at the one dose, without a potency; inactive = the rest, 99 in 100 with CPE inhibition below about 2.2%; also: strong numbers were not always called active
PhoP inhibition: PhoP-dependent GFP reporter repression – Salmonella Typhimurium, primary screen (AID 1863) | S. Typhimurium PhoP-regulated promoter GFP reporter, 4 h; higher % means a stronger effect | inhibition, % at 50 µM; hits with a dose series show IC50 in µM | 0.16% of 300,000 active;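 active = inhibition over 29.93%, a cutoff 3 SD above the screen mean, later confirmed by dose response; inconclusive = inhibition over 29.93% but no dose response follow-up; inactive = inhibition at most 29.93% or unconfirmed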;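 also: 0% = low Mg2+ inducing control and 100% = high Mg2+ repressing control; strong numbers were not always called active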
PMI inhibition: MPI inhibition at elevated mannose 6-phosphate – biochemical, fluorescence intensity, high mannose 6-phosphate, primary screen (AID 1220); recombinant PMI enzyme, coupled fluorescence intensity; higher % means a stronger effect; inhibition, % at 20 µM; hits with a dose series show IC50 in µM; 0.66% of 190,000 active
SV40 large T antigen: SV40 large T antigen inhibitors, biochemical (AID 1903). 0.39% of 310,000 active. one-dose inhibition, % at 20 µM; IC50 in µM for titrated hits. SV40 large T antigen ATPase/helicase inhibition assay; higher % means a stronger effect; in the data active = a potency from the dose series; inconclusive = inhibition mostly from about 32% at the one dose, without a potency; inactive = the rest, 99 in 100 with inhibition below about 32%; also: strong numbers were not always called active
human PMI inhibition: MPI enzyme activity inhibition – biochemical, fluorescence intensity, coupled assay, primary screen (AID 1209). purified PMI enzyme, coupled fluorescence intensity; higher % means a stronger effect. one-dose inhibition, % at 20 µM; IC50 in µM for titrated hits. 0.42% of 190,000 active;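 also: plate controls were DMSO vehicle for no effect and wells lacking substrate for full effect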
TNAP activation fold: human TNAP enzyme activators, primary screen, biochemical, luminescent, no phosphate acceptor, uHTS (AID 1001); purified TNAP, luminescent activation assay, no phosphate acceptor; higher activation fold means a stronger effect; activation fold at 20 µM, or EC50 in µM where a hit was titrated; 0.03% of 200,000 active; in the data active = activation fold from about 3, or a potency from the dose series; inactive = the rest, 99 in 100 with activation fold below about 1.6; also: many of its hits are not listed in these tables
Ins promoter up: MIN6 insulin promoter up-regulation | 0.3% of 190,000 active | MIN6 insulin promoter-GFP reporter, high-content imaging; stronger effect = higher value | z-score at 5 µM;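 active = z-score above 3 at 5 µM with at least 500 cells counted in the well; inconclusive = wells under 500 cells, flagged as cytotoxic or low count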
RSV antiviral HEp-2: inhibition of RSV-induced cytopathic effect – HEp-2 cells, primary 10 µM value included (AID 2391). CPE inhibition, % at 10 µM, or IC50 in µM where a hit was titrated. 0.13% of 310,000 active. HEp-2 cells, RSV-induced CPE inhibition; higher % means a stronger effect; in the data active = a potency from the dose series; inconclusive = CPE inhibition mostly from about 23% at the one dose, without a potency; inactive = the rest, 99 in 100 with CPE inhibition below about 21%; also: strong numbers were not always called active
Ins promoter up cell count: second read-out of Ins promoter up, no call of its own (marks repeat the call); cell count; measured here: cytotoxicity, nuclei count;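 total cells summed across four imaged fields per well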
* = called active by the depositor; ? = inconclusive; · = no result given. Rule as the data show it, unless noted: active = inhibition above about 50%; inactive = the rest.

SMILES	CSM14.1 death rescue	West Nile antiviral	PhoP inhibition	PMI inhibition	SV40 large T antigen	human PMI inhibition	TNAP activation fold	Ins promoter up	Ins promoter up cell count	RSV antiviral HEp-2
O=C(NCCC1=CCCCC1)C1CCN(S(=O)(=O)c2ccc(Br)s2)CC1	-3.0%	-1.3%	7%	8%	3%	11%	1.1	-0.84	1329	0.9%
COCCN(Cc1cc2cc(C)ccc2nc1Cl)C(=O)Nc1ccccc1OC	2.0%	-0.8%	4%	·	-6%	·	1	0.05	1079	-0.6%
COc1ccc(C(=O)CC(=O)c2ccccc2O)cc1OC	0.6%	-0.9%	-4%	-12%	0%	0%	1.1	0.33	722	0.3%
CCOC(=O)c1sc(NC(=O)c2cccc(S(=O)(=O)N3c4ccccc4CC3C)c2)cc1C (stereo not given)	-3.8%	-1.3%	-11%	13%	7%	12%	1	-2.8	1005	16%
O=C(NNc1ccccc1)C(=O)NNS(=O)(=O)c1ccc(CCCl)cc1	·	-0.1%	-3%	·	9%	·	·	-0.36	1336	-2.1%
O=C(NNc1nc2c(F)cccc2s1)C1COc2ccccc2O1 (stereo not given)	-2.7%	-0.1%	-1%	2%	4%	7%	2.2	0.65	1729	0.9%
COc1cc2[nH]c(=S)n(Cc3ccco3)c(=O)c2cc1OC	-3.0%	0.8%	-13%	-4%	7%	2%	1.1	-0.16	848	-1.8%
COc1ccc(CCNc2oc(COc3ccccc3F)nc2C#N)cc1	-1.3%	-0.6%	-6%	3%	2%	8%	1	0.11	1896	21%
COc1ccccc1C(=O)C(O)c1ccccc1OC (stereo not given)	·	0.6%	12%	7%	5%	10%	1.1	-0.05	1269	0.3%
CCOC(=O)C1=C(O)/C(=C/c2ccc(OCC(=O)O)c(OC)c2)SC1=Nc1ccc(OC)cc1	-3.3%	-0.1%	9%	-6%	20%	-7%	1	1.1	1261	1.8%
CC(=O)NCCNC(=O)[C@H](Cc1ccccc1)NC(=O)c1cccs1	-1.0%	·	-5%	-7%	11%	-3%	0.9	·	·	3.3%
CC(=O)N1CCSc2ccc(S(=O)(=O)NCCc3ccc(C)cc3)cc21	·	-0.4%	-7%	·	6%	·	·	·	·	1.3%
CCCCc1ccc(NC(=S)NCCc2ccc(S(N)(=O)=O)cc2)cc1	-1.9%	-0.9%	-1%	4%	4%	8%	·	0.71	1528	3.9%
COC(=O)c1ccccc1NC(=O)c1cccc(NC(=O)c2ccc(Br)o2)c1C	-0.7%	-0.8%	2%	-1%	4%	8%	1	0.94	1222	0.3%
COc1ccc(OCc2nc(N)nc(Nc3ccccc3)n2)cc1	1.2%	-0.2%	2%	20%	5%	16%	1	0.21	1777	-0.3%
CCN(CC)S(=O)(=O)c1ccc(NC(=O)COC(=O)c2cnc(C)cn2)cc1	-1.1%	-0.1%	4%	-2%	13%	-15%	1	-0.55	1267	-0.5%
COc1ccc(Cl)cc1NC(=O)CSc1nnc(CN2CCOCC2)n1-c1ccc(Cl)cc1	-3.0%	-0.1%	-5%	-8%	4%	-4%	1	0.84	948	-0.2%
COc1ccccc1N1CCN(CC(=O)Nc2c(C)n[nH]c2C)CC1	·	0.4%	-4%	·	17%	·	·	·	·	0.5%
Cc1nc2ccccc2c(=O)n1/N=C/c1ccccc1O	·	-0.1%	-1%	·	14%	·	·	0.29	1077	3.2%
CCCn1c(=N)c(S(=O)(=O)c2ccc(F)cc2)cc2c(=O)n3ccccc3nc21	·	-0.2%	-6%	·	10%	·	·	·	·	1.8%
CCOC(=O)C(C)n1cnc2c(nnn2-c2cccc(OC)c2)c1=O (stereo not given)	·	-0.5%	0%	·	13%	·	·	·	·	0.7%
O=C(NCc1ccccc1)c1c(O)c2cccc3c2n(c1=O)CCC3	-0.3%	0.4%	1%	-18%	9%	-13%	1	0.06	973	3.8%
CC1CC(C)CN(S(=O)(=O)CC23CCC(CC2=O)C3(C)C)C1 (stereo not given)	·	0.1%	0%	·	0%	·	·	·	·	0.5%
COc1cc(C(=O)NCCNC(=O)C2CCCNC2=O)cc(OC)c1OC (stereo not given)	·	0.3%	-1%	·	0%	·	·	-0.31	985	·
Cc1ccc(O)c(NC(=O)/C=C/C(=O)O)c1	4.3%	0.3%	-4%	6%	15%	-3%	1.1	-0.04	1271	2.6%
N#Cc1ccc(Oc2ccc(NC(=O)C3CC=CCC3C(=O)O)cc2)cc1 (stereo not given)	-1.3%	-0.9%	·	-5%	·	1%	1.1	-0.37	1364	-1.3%
CCOC(=O)/C(=N/Nc1ccc(Cl)cc1)S(=O)(=O)c1ccc(Cl)cc1	0.1%	-0.5%	-8%	7%	11%	13%	1	0.44	780	-0.4%
O=C(CC(=O)N/N=C\c1ccccc1)NCCc1ccccc1	·	-0.1%	5%	·	26%	·	·	·	·	1.5%
CCOc1nc(C)ccc1-c1noc(-c2ccccc2OC)n1	-0.5%	-0.1%	1%	8%	21%	5%	1.1	-0.55	1528	4.8%
O=C(c1ccco1)N(Cc1ccco1)c1ccc(O)cc1	-1.0%	0.9%	0%	0%	1%	-4%	1.1	-0.04	1036	2.6%
Cc1cc(/C=C2\SC(=S)N(Cc3ccco3)C2=O)c(C)n1-c1ccccc1	-4.8%	3.2%	6%	16%	12%	-18%	0.9	1.2	1099	20%
CCSc1nnc(-c2cccnc2)n1Cc1ccco1	-0.9%	0.4%	-13%	-5%	8%	6%	1.1	0.66	1421	0.0%
O=C(C1CCCN(Cc2ccccc2F)C1)N1CCCCC1 (stereo not given)	·	-0.2%	5%	·	3%	·	·	·	·	0.6%
Cc1ccc(S(=O)(=O)NC(=O)Nc2cc(C)ccc2F)cc1	0.3%	-0.2%	3%	4%	1%	3%	1.1	0.53	1209	0.5%
COc1cc(/C=N/NC(=O)CNC(=O)c2ccc3c(c2)OCCO3)ccc1O	1.6%	1.2%	0%	4%	?	-4%	1.1	·	·	-0.5%
CCCCN(CCCC)S(=O)(=O)c1ccc(NS(=O)(=O)c2ccc(NC(C)=O)cc2)cc1	0.5%	0.4%	-11%	12%	6%	20%	1.1	·	·	0.0%
CCOc1ccccc1NC(=O)NC1CCCCCCC1	·	-0.9%	-6%	·	16%	·	·	·	·	4.4%
COc1ccc(CN(CC(=O)NCc2ccc(F)cc2)C(=O)CCC(=O)Nc2nccs2)cc1	·	-0.7%	0%	·	8%	·	·	·	·	1.4%
Cc1nn(C)c(C)c1S(=O)(=O)N1CCC(CO)(CC2CCCCO2)CC1 (stereo not given)	0.1%	-0.5%	-2%	-4%	-5%	1%	1.1	-0.55	1376	0.0%
COc1ccc(-n2cc(C(=O)c3ccc4ccccc4c3O)cn2)cc1	-0.2%	-0.1%	-4%	17%	7%	-16%	1	0.49	1365	0.8%
CCOC(=O)c1cnc(-n2nc(C)cc2C)nc1N(CC)CC	-2.4%	1.2%	-2%	19%	3%	21%	1	-1.2	1216	-0.4%
CNC(=O)c1nn(-c2ccc(Cl)cc2)ccc1=O	3.9%	-0.2%	14%	9%	16%	6%	1	-0.02	1753	-0.1%
COc1ccc(N2CCN(C3CC(=O)N(Cc4ccccc4)C3=O)CC2)cc1 (stereo not given)	0.5%	0.2%	0%	24%	20%	10%	1	-0.6	1305	1.7%
CC(=O)Nc1ccc(OCc2cccc3ccccc23)cc1	·	-1.6%	-7%	·	22%	·	·	·	·	7.5%
CCn1c(COc2ccccc2OC)nc2ccccc21	·	-1.0%	3%	·	5%	·	·	·	·	?
COc1cc2c(cc1OC)C(c1cc(Br)c(OC)c(OC)c1)CC(=O)N2 (stereo not given)	·	-0.8%	-1%	·	13%	·	·	·	·	1.1%
Cc1ccc(C(=O)OC(C)C(=O)c2cc(C)c(C)cc2C)o1 (stereo not given)	·	0.3%	-3%	·	8%	·	·	·	·	3.6%
Cc1nc(-c2ccccc2)cc(N2CCCC2)n1	0.1%	-0.3%	5%	16%	1%	11%	1.1	0.27	1408	1.3%
CC(C)(C)OC(=O)N1CCC[C@H]1C(=O)Nc1ccc(S(=O)(=O)C(F)F)cc1	·	-0.3%	6%	·	-3%	·	·	·	·	1.4%
COc1ccccc1C(=O)N/C(=C\c1cn(C)c2ccccc12)C(=O)N1CCCC1	·	-0.1%	-12%	·	9%	·	·	·	·	3.8%
Going on with the list:
SMILES	CSM14.1 death rescue	West Nile antiviral	PhoP inhibition	PMI inhibition	SV40 large T antigen	human PMI inhibition	TNAP activation fold	Ins promoter up	Ins promoter up cell count	RSV antiviral HEp-2
CCOC(=O)c1cc(C(C)(C)C)oc1CNC(=O)c1c(C)oc2c1CCCC2	0.3%	0.9%	3%	9%	-1%	4%	1.1	?	·	?
Cc1c(C(=O)OCC(=O)c2c(N)n(CC(C)C)c(=O)n(C)c2=O)oc2ccccc12	1.2%	-0.9%	-1%	13%	1%	10%	1	·	·	18%
CCCCS(=O)(=O)c1sc2nc3c(cc2c1N)CCCC3	1.1%	-0.4%	0%	-20%	4%	-9%	1.1	0.16	1323	20%
Cc1cc(C)c2sc(N(CCCN(C)C)C(=O)c3ccc(Br)s3)nc2c1	·	-0.4%	0%	-6%	8%	-8%	1.1	0.09	1204	-0.7%
CCCCCn1c(=O)[nH]c2cc(C(=O)NCCCN(C)Cc3ccccc3)ccc2c1=O	-1.1%	-1.4%	11%	4%	9%	3%	1	-0.09	1169	-1.6%
COC(C(=O)NCc1ccccc1C)c1ccccc1 (stereo not given)	-3.6%	1.4%	9%	-12%	-1%	-10%	1.1	0.15	1313	4.4%
Cc1ccc(NC(=O)/C(=C/c2ccc([N+](=O)[O-])cc2)NC(=O)c2ccccc2)cc1	·	-0.1%	-2%	·	22%	·	·	-0.15	1115	-0.9%
COc1cccc(-c2c(C(=O)N/N=C/c3sccc3C)nnn2-c2nonc2N)c1	·	0.3%	-2%	·	13%	·	·	·	·	8.8%
COCCCNC(=O)C1CCC(CNS(=O)(=O)c2ccc(OC)cc2)CC1 (stereo not given)	-11%	0.5%	-5%	-3%	8%	2%	1.2	0.28	1300	-0.4%
CCN(CC(O)c1cccc(O)c1)C(=O)C12CC3CC(CC(C3)C1)C2 (stereo not given)	·	-1.3%	3%	·	4%	·	·	·	·	0.7%
O=C(O)c1cnn(-c2ccccc2)c1-n1cccc1	-1.8%	1.3%	-6%	-1%	5%	-9%	1	0.51	1187	2.3%
Cc1cc(C)c2c(CN3CCC(C)CC3)cc(=O)oc2c1	·	-0.7%	-4%	·	3%	·	·	·	·	3.1%

Reprinted at random: 3 entries already listed
SMILES	CSM14.1 death rescue	West Nile antiviral	PhoP inhibition	PMI inhibition	SV40 large T antigen	human PMI inhibition	TNAP activation fold	Ins promoter up	Ins promoter up cell count	RSV antiviral HEp-2
Cc1nn(C)c(C)c1S(=O)(=O)N1CCC(CO)(CC2CCCCO2)CC1 (stereo not given)	0.1%	-0.5%	-2%	-4%	-5%	1%	1.1	-0.55	1376	0.0%
COc1ccc(CN(CC(=O)NCc2ccc(F)cc2)C(=O)CCC(=O)Nc2nccs2)cc1	·	-0.7%	0%	·	8%	·	·	·	·	1.4%
CC(=O)NCCNC(=O)[C@H](Cc1ccccc1)NC(=O)c1cccs1	-1.0%	·	-5%	-7%	11%	-3%	0.9	·	·	3.3%
